High-throughput results: PubChem BioAssay, National Center for Advancing Translational Sciences (NCATS)
GAA glycogen – GAA glycogen-cleavage inhibition or activation; P10253; recombinant GAA, glycogen substrate, Amplex Red glucose oxidase fluorescence; Potency, µM (titrated, usually from 76.4 µM), for the others: top-dose activity change, negative = inhibition, usual class: inhibitors; 0.38% of 300,000 active;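 further: 0% = full enzyme reaction and -100% = no-enzyme basal signal; the screen sought inhibitors and activators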
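Recombinant human alpha-glucosidase (4 nM final) hydrolysed bovine liver glycogen (30 ug) for 40 min at 37 C in pH 5.0 citrate/phosphate with 0.01% Tween-20. Released glucose detected by glucose oxidase/Amplex Red, Ex 573/Em 610 nm. Compounds up to 77 uM; AC50 from Hill fits.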
IMPase Li cell – cell-permeable IMPase inhibitors with lithium potentiation; CHO-M1 cells, IP1 TR-FRET (IP-One), carbachol + lithium; AID 1457; 0.35% of 210,000 active; Potency, µM (top dose mostly 59.4 µM), for the others: at the highest dose activity, negative = IMPase inhibition, actives largely listed as inhibitors;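 further: IP1 builds up when IMPase is blocked and the TR-FRET signal falls; plate controls were basal vehicle for no effect and high inhibitor control for full effect; nearly all actives have a fitted effect of over 50% in size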
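Lithium-sensitised IP1 accumulation assay; M1-expressing CHO cells treated 30 min at 37C with compound. Competitive antibody detection by time-resolved FRET followed a 10 min room-temperature lysis step.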
HTT ATP protect – protects HTT-Q103 PC12 cells, measured by ATP. PC12 HTT-Q103 induced, cytoprotection, ATP luminescence, 40 h. Potency, µM (doses to about 56.4 µM), for the others: cytoprotection (ATP increase), hits mostly activators. 0.14% of 230,000 active. AID 1471;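 further: % of control where 0% means no effect; nearly all actives have a fitted effect of over 45% in size; toxic huntingtin expression switched on by the ecdysone agonist tebufenozide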
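PC12 cells with ecdysone-inducible HTT exon 1 Q103-GFP, induced with 100 nM tebufenozide and co-treated with library compounds in a dose series (1536-well, 1500 cells/well). Cytoprotection read as ATP content by ATPlite luminescence.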
GAA spleen mod – inhibitors or activators of human alpha-glucosidase in spleen homogenate | Potency, µM (doses to about 79.9 µM), without a hit: at the top dose activity change, negative = inhibition, most hits filed as inhibitors | AID 2112 | 0.006% of 240,000 active | P10253 | human spleen homogenate, 4-MU-alpha-glucoside fluorescence;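 further: 0% = enzyme with vehicle and -100% = no enzyme basal signal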
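Enzyme source: human spleen homogenate, 1 ug/well. Buffer 50 mM citric acid/K phosphate pH 5.0, 0.01% Tween-20. 4-MU-alpha-glucoside 1 mM; 37 C x 40 min; NaOH/glycine stop; fluorescence.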
HTT aggregate – mutant huntingtin aggregation inhibition | 1.1% of 220,000 active | PC12 HttQ103-GFP aggregates, Acumen cytometry, 40 h | Potency, µM (series often up to 46.1 µM), for the others: at the highest dose activity change, negative = inhibition, usual class: inhibitors; further: on the % scale 0 is the no-effect control and ±100 the full control effect; nearly all actives have a fitted effect of over 60% in size
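Huntingtin Q103 exon 1–GFP aggregates in induced PC12 cells (100 nM tebufenozide) were quantified by cytometry from lysates, with compounds dosed in titration.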
RGS12 GoLoco inh – blocks human Gai1 binding to RGS12 GoLoco peptide, red readout; 0.44% of 230,000 active; P63096; Gai1:RGS12 GoLoco peptide FP, rhodamine, 10 min; Potency, µM (doses to about 61.6 µM), inactives show at the top dose activity, negative = inhibition, usual class: inhibitors; active means well fitted inhibition curve with a large enough effect, not every such curve was filed as active; inactive means no such curve, though single readings can be large or run the other way; further: on the % scale 0 is the no-effect control and ±100 the full control effect; nearly all actives have a fitted effect of over 30% in size; many of its hits are not listed in these tables
Target sequence (P63096 whole entry, looked up): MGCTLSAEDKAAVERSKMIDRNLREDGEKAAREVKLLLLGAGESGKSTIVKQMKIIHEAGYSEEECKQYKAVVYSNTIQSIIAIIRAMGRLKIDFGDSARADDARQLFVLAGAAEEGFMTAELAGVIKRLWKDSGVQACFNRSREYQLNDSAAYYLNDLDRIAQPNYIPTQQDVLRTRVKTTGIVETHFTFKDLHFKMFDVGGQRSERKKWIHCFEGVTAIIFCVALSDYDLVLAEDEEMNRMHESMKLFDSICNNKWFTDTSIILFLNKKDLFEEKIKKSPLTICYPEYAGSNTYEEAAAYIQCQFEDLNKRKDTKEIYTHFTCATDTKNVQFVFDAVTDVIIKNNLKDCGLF
GAA inh – alpha-glucosidase (human) inhibition; purified human GAA, 4-MU-alpha-glucoside fluorescence; Potency, µM (highest dose often 76.9 µM), without a hit: at the highest dose activity change, negative = inhibition, actives largely listed as inhibitors; 0.005% of 200,000 active; AID 1466;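 further: plate controls were uninhibited enzyme wells for no effect and no-enzyme background for full effect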
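Fluorogenic assay: 4 nM human alpha-glucosidase with 400 uM 4-methylumbelliferyl-alpha-D-pyranoside in 50 mM citrate/phosphate, 0.005% Tween-20, pH 5.0, 20 min at room temperature. Compounds tested up to 77 uM; AC50 from Hill fits.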
* marks the source's active call; other numbers are inactive results; ? = inconclusive; . = no result given; [ ] = another dose, or the depositor's remark. Unless noted, the call rests on the fitted dose curve; in most records, active means well fitted curve in the direction sought with a large enough effect; inconclusive means small, poorly fitted or top-dose-only effect, or another doubt; inactive means no such curve, though single readings can be large; an effect the other way counts as inactive or inconclusive. Potency means the concentration at half of the fitted maximal effect. The list is partial (hit frequency here may not be typical).

SMILES	GAA glycogen	IMPase Li cell	HTT ATP protect	GAA spleen mod	HTT aggregate	RGS12 GoLoco inh	GAA inh
Cc1ccc(C2CC(C(F)F)n3ncc(C(=O)Nc4c(C)nn(Cc5c(F)cccc5Cl)c4C)c3N2)cc1 (centres undefined)	-6%	-3%	15%[10 µM]	-1%	?	-2%	-2%
CC(C)(C)NC(=O)C(=O)NNC(=O)c1cccc([N+](=O)[O-])c1	4%	-3%	-43%[inhibitor]	.	-2%	0%	1%
CC(=O)C1=C(O)C(=O)N(Cc2ccco2)C1c1ccccc1 (centres undefined)	-8%	-16%[38.3 µM]	-21%	-5%	-22%	-7%	-1%
CCOc1cc(CNc2ccc3cn[nH]c3c2)ccc1OC	-14%	7%[38.3 µM]	-72%[inhibitor]	9%	1%[9.22 µM]	0%	-2%
CCn1c2ccccc2c2cnc(N=CN(C)C)c(C#N)c21	-7%	-6%[38.3 µM]	-73%[inhibitor]	1%	8.9µM*	13%	-1%
C=CCN(CC=C)C(=O)c1ccc(OC2CCN(S(=O)(=O)N(C)C)CC2)cc1	7%	-17%	-15%[10 µM]	1%	-8%[9.22 µM]	0%	7%
Nc1nnc(SCCOc2ccccc2)s1	1%	21%[38.3 µM]	3%[10 µM]	-13%	3%	10%	0%
CN1CCN(C(=O)C2=C[C@@H](c3ccc4c(c3)OCO4)C[C@@H](OCc3ccc(CO)cc3)O2)CC1	-3%	0%	22%[10 µM]	6%	9%[9.22 µM]	2%	.
Cc1nn(CC(=O)N/N=C/c2ccc(F)cc2)c(C)c1[N+](=O)[O-]	-2%	.	-2%[10 µM]	0%	4%[9.22 µM]	2%	-2%[15.4 µM]
c1coc(CNCc2cccs2)c1	12%	8%	-4%[1.9 µM]	4%	-8%	6%	-2%
CN(C)S(=O)(=O)N1CCN(C(=O)N2CCCCCC2)CC1	4%	21%[38.3 µM]	2%	4%	-6%[1.84 µM]	-10%	4%
CN(CCOCCOc1ccc(Cl)cc1Br)Cc1ccccc1	-9%	13%	-48%[inhibitor]	-1%	-1%[9.22 µM]	-10%	?
O=C(Nc1ccc(Oc2ncnc3cc(Cl)ccc23)nc1)c1ccc(F)cc1	6%	.	17%[10 µM]	-5%	10%[9.22 µM]	5%	3%[15.4 µM]
Cc1cc(-n2c(C)cc(C(=O)CN3C(=O)NC4(CCCCCC4)C3=O)c2C)no1	2%	-1%[38.3 µM]	-18%	0%	-26%	-1%	6%
C=CCSc1nc(-c2ccc3c(c2)OCO3)cc(C(F)(F)F)c1C#N	8%	?	-24%	-15%	9%	9%	?
CCc1ccc2c(c1)cc(CN(Cc1ccco1)C(C)=O)c1nnnn12	-14%	8%	4%[10 µM]	2%	-9%	6%	-2%
O=C(NCCCN1CCN(Cc2ccccc2Cl)CC1)Nc1ccccc1	11%	19%[38.3 µM]	-1%[0.074 µM]	0%	9%	-6%	0%
COc1ccc(OC)c(NC(=O)CSC2=C(C#N)C(c3ccco3)C3=C(CCCC3=O)N2)c1 (centres undefined)	-5%	17%[38.3 µM]	-9%	-1%	17%	44%[activator]	-24%
O=C(c1ccccc1-c1nc(-c2ccc(Cl)cc2)no1)N1CCCC1	1%	-6%[38.3 µM]	-16%	-12%	-12%	-4%	-8%
C=CCn1c(COc2ccc(CC)cc2)nnc1SCC(=O)N(C)C1CCS(=O)(=O)C1 (centres undefined)	-2%	16%[38.3 µM]	16%[10 µM]	1%	22%	3%	-4%
S=c1[nH]nc(-c2ccco2)n1-c1cccc2ccccc12	-9%	16%[38.3 µM]	-4%[10 µM]	-2%	5%	-1%	6%
COc1ccc2cc(C(=O)C3CCCN(C(=O)CSc4nnc(C)o4)C3)ccc2c1 (centres undefined)	-15%	0%	.	-19%	?	-2%	12%
Nc1ccc(S(=O)(=O)Nc2nccc(/C=C/c3ccccc3F)n2)cc1	-2%	1%	.	-9%	?	4%	3%
O=C(/C=C\Nc1ccccn1)c1ccc(Cl)cc1	7%	4%[38.3 µM]	-62%[inhibitor]	-3%	-8%	11%	-6%
CCN(CC)CCCNC(=O)N[C@@H](Cc1ccccc1)C(=O)O	4%	-2%[38.3 µM]	-1%	-3%	-5%	10%	-12%
(listing goes on)
SMILES	GAA glycogen	IMPase Li cell	HTT ATP protect	GAA spleen mod	HTT aggregate	RGS12 GoLoco inh	GAA inh
O=C(CN1CCN(c2ncc(C(F)(F)F)cc2Cl)CC1)Nc1ccc2c(c1)OCO2	-5%	17%	15%[10 µM]	2%	3%	0%	-3%
O=[N+]([O-])c1ccc(Nc2ccc(F)cc2)nc1	5%	-3%	7%[10 µM]	-5%	-14%	-15%	6%
CC(=O)c1ccc(N(C(=O)CNC(=O)c2ccco2)C(C(=O)NCC2CCCO2)c2ccccc2)cc1 (centres undefined)	-10%	16%	21%[10 µM]	10%	31%[9.22 µM]	14%	2%
COCCn1c(=NC(=O)C2COc3ccccc3O2)sc2cc(S(N)(=O)=O)ccc21 (centres undefined)	-2%	-13%	13%[10 µM]	-9%	15%	6%	-11%
CS(=O)(=O)Nc1cccc(C2=NN(S(C)(=O)=O)C(c3ccc4c(c3)OCO4)C2)c1 (centres undefined)	0%	1%	2%[10 µM]	-7%	1%	9%	-1%
COc1ccc(NC(=O)c2c3c(nc4ccccc24)CCN(Cc2ccccc2)C3)c(OC)c1	-6%	14%	-26%	-7%	-7%	29%	3%
Cc1cc(O)c(C=O)c2c1C(=O)Oc1c(COC(=O)/C=C/C(=O)O)c(O)c(C(=O)O)c(C)c1O2	.	-21%	.	11%	.	-15%	.
CCN1C(=O)/C(=C/C=C2/Sc3ccc4ccccc4c3N2CCO)SC1=S	-2%	-3%	.	-2%	0%	235%[activator]	6%
C=CCn1c(SCC(=O)Nc2sccc2C#N)nc2sc(C)c(C)c2c1=O	2%	?	-13%	-8%	-7%	18%	0%
COc1cc([N+](=O)[O-])ccc1N=Nc1c(N)[nH]n(-c2ccccc2)c1=O	5%	3%	.	6%	13%	2%	0%
CC(=O)NCCc1nc2ccccc2n1CCOc1ccccc1	8%	.	3%[10 µM]	2%	-19%[9.22 µM]	2%	.
C=CCSc1ncc(-c2ccccc2)cn1	-4%	1%	-6%[10 µM]	-1%	9%	2%	-1%
Cc1cc([N+](=O)[O-])nn1CCCC(=O)NC(C)c1ccccc1 (centres undefined)	10%	1%	16%[10 µM]	-4%	6%	0%	-11%
Cc1ccccc1C(=O)N1CCC(C(=O)Nc2ccc(F)cc2)CC1	3%	16%[38.3 µM]	8%[0.074 µM]	0%	7%	8%	-4%
O=C(O)CCCC(=O)NNc1ncnc2ccccc12	-5%	-3%	8%[10 µM]	-2%	9%	0%	-30%
COC(=O)c1sc(N2C(=O)c3oc4ccccc4c(=O)c3C2c2cccs2)nc1C (centres undefined)	0%	20%[38.3 µM]	5%[1.9 µM]	-15%	-5%	3%	-4%
O=C(O)C1CCCCC1C(=O)NCc1cn2ccccc2n1 (centres undefined)	-1%	12%[38.3 µM]	26%[10 µM]	-5%	4%	-6%	4%
CCOC(=O)c1cccc(NC(=O)CNC(=O)C2CCCCC2)c1	-7%	-4%[38.3 µM]	-18%	-17%	-2%	1%	-1%
Oc1ccc(N2CCN(C(c3cccs3)c3nnnn3CCc3ccccc3)CC2)cc1 (centres undefined)	28µM*	-1%	7%[10 µM]	-3%	-24%	-13%	-5%
COc1ccc(C)cc1NC(=O)C(Sc1nnc(-c2ccncc2)n1-c1ccc(Cl)cc1)c1ccccc1 (centres undefined)	-13%	11%	-17%[10 µM]	2%	-11%	13%	?
CC(=O)OC(C(=O)NCc1ccco1)c1ccncc1 (centres undefined)	3%	7%[38.3 µM]	-9%	4%	5%	4%	-13%
CN=C(Nc1ccc2c(c1)OCO2)SC1CC(=O)N(c2ccccc2)C1=O (centres undefined)	8%	7%	6%[10 µM]	-4%	-8%	8%	5%
COc1cc2c(c(O)c1OC)C(=O)C(OC)CCC2 (centres undefined)	-2%	29%[38.3 µM]	-6%	-1%	-4%	10%	-7%
Oc1ccccc1CNCc1ccccc1	-10%	10%	.	-10%	20%	9%	2%
CCN1CCN(Cc2coc3ccc(C)cc3c2=O)CC1	7%	29%[38.3 µM]	-3%	-11%	-7%	-2%	-3%

Look-ups from above.
GAA spleen mod result of `COc1cc2c(c(O)c1OC)C(=O)C(OC)CCC2` (centres undefined) stands at -1%
HTT ATP protect result of `CC(=O)NCCc1nc2ccccc2n1CCOc1ccccc1` stands at 3%[10 µM]

Returning to the listing; the 2 compounds before the break are reprinted first.
SMILES	GAA glycogen	IMPase Li cell	HTT ATP protect	GAA spleen mod	HTT aggregate	RGS12 GoLoco inh	GAA inh
Oc1ccccc1CNCc1ccccc1	-10%	10%	.	-10%	20%	9%	2%
CCN1CCN(Cc2coc3ccc(C)cc3c2=O)CC1	7%	29%[38.3 µM]	-3%	-11%	-7%	-2%	-3%
CCCCn1c(=NC(=O)c2ccc3c(c2)OCO3)c(C#N)cc2c(=O)n3cccc(C)c3nc21	1%	15%[38.3 µM]	-17%	-2%	?	12%	0%
Cc1nc(NCc2ccccc2)c2nc(-c3ccccc3)n(CCCN3CCCCC3C)c2n1 (centres undefined)	.	22%	-57%[inhibitor]	-1%	.	7%	.
Cc1ccc(CNC(=O)C2CCCN(c3nc(C)cc(C)n3)C2)cc1 (centres undefined)	-24%	3%	12%[10 µM]	0%	-15%[9.22 µM]	8%	-7%
CCOc1ccc(NS(=O)(=O)c2ccc(OC)c(NC(=O)c3ccc4c(c3)OCCO4)c2)cc1	5%	8%	0%[10 µM]	2%	0%	-4%	2%
NCCCCCC(=O)Nc1ccncc1	1%	.	3%[10 µM]	4%	-36%[9.22 µM]	-7%	.
Cc1ccc(Cl)cc1NC(=S)N(Cc1cccnc1)Cc1ccccc1Cl	-7%	16%	-15%	2%	4%	6%	-5%
COc1cc(/C=C/CO)cc(OC)c1OC/C=C(\C)CCC=C(C)C	-16%	.	11%[10 µM]	-7%	0%[9.22 µM]	4%	.
O=C(Cn1nnc(-c2cccc(C(F)(F)F)c2)n1)NC1CCCC1	-9%	1%[38.3 µM]	-29%[0.074 µM]	-2%	0%	5%	-1%
O=C(NC(=O)c1ccccc1)OCC(F)(F)F	3%	1%[38.3 µM]	-10%	-2%	10%	-4%	2%
Cc1cc(C)c(C)c(S(=O)(=O)Nc2ccccc2C(=O)O)c1C	-6%	3%	.	-3%	-9%	9%	-4%
